PKA-R1A act: activators of PKA-R1A holoenzyme, primary screen, biochemical, fluorescence polarization, Cy5-IP20, bovine R1A, mouse PKAc; cAMP-dependent protein kinase type I-alpha regulatory subunit (Bos taurus) + …; PKA-R1A dissociation; scaled: DMSO 0%, 113 µM cGMP 100%; activation, % at 11.4 µM; 0.083% of 340,000 active;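 active = percent activation above the mean of all tested compounds plus 3 SD, cut at about 19% in these data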;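 also: higher means more PKAc released from R1A so a rise in polarization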
OPRM1-OPRD1 ag: agonists of OPRM1-OPRD1 heterodimerization, primary screen, cell-based, luminescence | cells | activation, % at 9.3 µM | Mu-type opioid receptor (Homo sapiens) + Delta-type opioid receptor (Homo sapiens), … | AID 504326, 2011 | 0.3% of 340,000 active; in the data active = activation above about 18%;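 also: 0% = vehicle-treated cells and 100% = reference agonist; values of inactives mirror those of a sister screen read the other way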
E coli growth: E. coli V3065 growth inhibition, primary screen, counter-screen for AddAB inhibitor project, absorbance, OD600 | 18 h | inhibition, % at 11.9 µM | 0.27% of 330,000 active | AID 449728, 2010;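 active = inhibition above the campaign's mean inhibition across all tested compounds plus 3 SD, cut at about 9.9% in these data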;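 also: uninfected addAB+ strain grown without phage in ampicillin broth; 0% = DMSO wells and 100% = ciprofloxacin 0.95 µg/ml wells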
DSG3 Ab inh: inhibitors of pemphigus antibody binding to DSG3, primary screen, biochemical, bead-based, flow cytometry, scFv-GFP. Desmoglein-3 (Homo sapiens), P32926. 0.48% of 310,000 active. DSG3-coupled beads, scFv-anti-DSG3-GFP binding; active compounds read low. binding (percent of control), % at 10 µM;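 active = binding more than 3 SD below its plate's average and above zero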;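 also: hits lower antibody fragment binding to DSG3; some compounds called inactive have numbers as strong as hits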
HTR5A inv ctr: HTR5A inverse agonists in luminescence cell assay, primary screen, counter-screen for OPRM1-OPRD1 heterodimer inverse agonist project, full-deck HTS; inhibition, % at 9.3 µM; AID 504634, 2011; 0.083% of 340,000 active; 5-hydroxytryptamine receptor 5A (Homo sapiens), P47898; HTR5A cell line, inverse agonism; in the data active = inhibition mostly above about 23%, no sharp cut-off; inactive = mostly below about 18%;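 also: 0% = cells with DMSO and 100% = no-cell wells with DMSO; some compounds called inactive have numbers as strong as hits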
Target sequence (P47898 whole entry, looked up): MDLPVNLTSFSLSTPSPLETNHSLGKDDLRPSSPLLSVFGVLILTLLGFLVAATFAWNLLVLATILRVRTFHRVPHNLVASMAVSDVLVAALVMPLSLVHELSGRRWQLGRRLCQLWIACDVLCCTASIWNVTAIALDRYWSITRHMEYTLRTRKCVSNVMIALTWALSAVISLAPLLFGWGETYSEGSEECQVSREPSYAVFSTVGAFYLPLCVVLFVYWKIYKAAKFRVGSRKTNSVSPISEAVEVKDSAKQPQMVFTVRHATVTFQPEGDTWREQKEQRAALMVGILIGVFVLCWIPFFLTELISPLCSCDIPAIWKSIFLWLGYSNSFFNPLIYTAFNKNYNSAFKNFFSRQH
AddAB inh: growth inhibition of E. coli expressing H. pylori AddAB, primary screen, AddAB inhibitor project, absorbance | inhibition, % at 11.9 µM | 0.29% of 330,000 active | AID 435030, 2010; in the data active = inhibition above about 12%;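 also: 0% = vehicle wells of infected cells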
MOR-DOR inv ag: inverse agonists of MOR-DOR heterodimerization, primary screen, cell-based, luminescence | Mu-type opioid receptor (Homo sapiens) + Delta-type opioid receptor (Homo sapiens), … | cell-based MOR-DOR heterodimer luminescence, inverse agonism | inhibition, % at 9.3 µM | 0.21% of 340,000 active; in the data active = inhibition above about 22%, passing the limit was not always enough;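 also: 0% = cells with DMSO and 100% = wells without cells with DMSO; values of inactives mirror those of a sister screen read the other way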
SUMO Mot1 rescue: yeast Mot1-301 growth rescue at high temperature, primary screen, SUMOylation pathway inhibitor project, S. cerevisiae, ATP luminescence, 38.5C; 1% of 320,000 active; S. cerevisiae Mot1-301 growth rescue; percent above DMSO median, 100 means doubled; growth rescue, % at 18.8 µM; AID 2716, 2010;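 active = every valid replicate shows activation above 250% relative to neutral control wells; inactive = the rest, any valid replicate at or below 250%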;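 also: OY570 slx delta 5 strain wells were the positive control but not used for scaling; some compounds called inactive have numbers as strong as hits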
phage Ecoli inh: growth loss of phage-infected E. coli, primary screen, RecBCD inhibitor project, absorbance, with phage, HTS; inhibition, % at 11.9 µM; 0.26% of 360,000 active; AID 651602, 2012; in the data active = inhibition above about 11%
PfHsp90 yeast 2: growth inhibition of PfHsp90-expressing yeast, primary screen, antimalarial PfHsp90 inhibitor project, S. cerevisiae, BacTiter-Glo luminescence, single point, set 2; BacTiter-Glo ATP, 48 h; yeast lacking PDR1 and PDR3 efflux regulators; inhibition, % at 9.4 µM; 0.32% of 310,000 active; AID 504621, 2011;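 active = every replicate shows inhibition above about 80%, whatever the replicate mean, limit read from the data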;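 also: 0% = DMSO neutral controls and 100% = 20 µM radicicol positive controls; yeast relying on Plasmodium falciparum Hsp90 in place of its own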
HTR5A ag ctr: HTR5A agonists in luminescence cell assay, primary screen, counter-screen for OPRM1-OPRD1 heterodimer agonist project, full-deck HTS | 5-hydroxytryptamine receptor 5A (Homo sapiens), P47898 | activation, % at 9.3 µM | cell-based | 0.61% of 340,000 active; in the data active = activation mostly above about 9.5%, no sharp cut-off; inactive = mostly below about 7.6%;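 also: 0% = cells with vehicle only and 100% = reference agonist; strong numbers were not always called active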
Numbers without * were called inactive; . = not tested or not shown; & = joins results of further samples. The order is random (roughly 3.2% active in at least one column).

SMILES | PKA-R1A act | OPRM1-OPRD1 ag | E coli growth | DSG3 Ab inh | HTR5A inv ctr | AddAB inh | MOR-DOR inv ag | SUMO Mot1 rescue | phage Ecoli inh | PfHsp90 yeast 2 | HTR5A ag ctr
N/C(Cc1ccc(Cl)cc1Cl)=N\OC(=O)c1ccc(Br)o1 | -0.7 | 14.8 | 0.1 | 92.9 | -28.0 | 5.3 | -78.5 | 168.3 | 3.1 | 97.6* | 2.7
O=c1nccc(N/N=C/c2cccc(O)c2)[nH]1 | -1.5 | -2.1 | -0.5 | 119.5 | 13.2 | 3.2 | 9.3 | -18.6 | 2.2 | -33.6 | -3.7
O=C(CSc1ncnc2c1cnn2-c1ccc(F)cc1)NCc1ccc2c(c1)OCO2 | -3.2 | -1.9 | 0.3 | 91.3 | 1.9 | 5.1 | 10.4 | -4.2 | -0.2 | -1.1 | 2.1
CCOC(=O)C(C)(C)n1nnc(-c2ccc([N+](=O)[O-])cc2)n1 | -11.3 | 1.6 | -0.6 | 93.8 | -7.9 | 0.1 | -11.9 | . | 1.6 | 22.5 | 2.8
Cc1nc(N=C(N)N)nc2c(C)cccc12 | 2.3 | 2.4 | 1.5 | 111.7 | 8.4 | 1.6 | -12.0 | 2.2 | 2.2 | -6.0 | -2.8
Cc1ccc(OCCNc2cc(N3CCN(CCO)CC3)ccc2[N+](=O)[O-])cc1C | -10.8 | -0.4 | -3.1 | 127.6 | -49.8 | -0.2 | 2.2 | 39.5 | 1.4 | 24.6 | 1.2
CC(Oc1ccc(Cl)cc1Cl)c1ccnc2nc(N3CCOCC3)nn12 (centres undefined) | -11.1 | 1.4 | 1.3 | 96.9 | -14.3 | -0.7 | -6.4 | 78.2 | 5.8 | -7.2 | 4.6
C1=NN(c2ccccc2)C=NN1c1ccccc1 | -0.9 | -2.5 | . | 96.1 | -6.8 | . | 12.8 | . | 2.5 | -8.8 | 1.8
CN1CCC(C(=O)C(=O)O)C1=O (centres undefined) | 0.3 | -1.3 | . | 100.6 | 8.0 | . | 5.7 | . | 2.1 | -6.9 | -2.1
Cc1ccc(S(=O)(=O)CC(=O)N2CCN(c3ccc(F)cc3)CC2)cc1 | -2.3 | -0.9 | 0.5 | 107.0 | -21.7 | 3.0 | 4.9 | -16.0 | 0.3 | -14.3 | 5.9
CCOC(=O)C1=C(C)NC(C)=C(C(=O)OCC)C1C(=O)OCC(=O)NC(C)C | 4.4&-9.1 | -1.1&-1.2 | -0.7 | 92.1 | 8.4&-4.3 | 0.1 | 5.4&7.3 | -7.9 | -2.4&1.9 | -23.7&1.5 | -2.1&0.3
COc1ccccc1N1CCN(C(=O)c2cc(-c3cccc(Cl)c3)on2)CC1 | -2.8 | -0.5 | -0.2 | 106.2 | -5.7 | 1.8 | 2.7 | 0.5 | 3.1 | -1.3 | 1.8
COc1ccc(N(CC(=O)NCCSc2ccc(C)cc2)S(=O)(=O)c2ccccc2)c(OC)c1 | -9.8 | -1.2 | -2.0 | 97.6 | -12.5 | 1.9 | 6.1 | -11.1 | 2.4 | -0.9 | 7.4
CCOC(=O)c1sc2ncnc(OC)c2c1C | 2.6 | 0.7 | 1.4 | 100.1 | -7.4 | 2.7 | -3.9 | 141.4 | 3.6 | 0.5 | -2.8
Cc1ccc2c(c1)N(CC(=O)N1CCC(C)CC1)C(=O)c1cccnc1O2 | -2.5 | -1.5 | -2.9 | 98.0 | -9.0 | 5.2 | 7.9 | 46.3 | 0.9 | -16.5 | -1.9
O=CNc1ccc2c(c1)Cc1cccc(NC=O)c1-2 | -8.3 | -1.9 | . | 124.9 | -7.5 | . | 9.6 | . | 5.5 | -22.9 | 1.8
O=C(O)c1ccc(-c2ncc[nH]2)cc1 | 9.3 | -0.4 | -4.8 | 99.2 | -9.3 | 2.0 | 2.1 | -8.9 | 2.5 | -24.5 | 3.4
Cc1ccc(S(=O)(=O)C(C)C(=O)c2ccc3c(c2)OCCO3)cc1 (centres undefined) | -5.0 | -1.7 | -0.7 | 100.0 | -8.4 | 0.3 | 9.3 | -1.9 | 1.4 | -5.9 | -1.1
Cc1ccc(-c2nc3cccnc3s2)cc1NS(=O)(=O)c1cccs1 | 5.2 | -1.5 | -0.1 | 102.5 | -2.2 | -0.7 | 8.1 | -5.2 | 2.4 | -38.1 | -2.8
COc1cc(S(=O)(=O)NC2CCCCC2C)ccc1F (centres undefined) | 4.1 | -1.9 | -0.3 | 100.9 | 5.8 | 2.3 | 9.9 | 19.3 | 0.9 | -56.5 | -2.4
COc1ccc(Oc2coc3c(CN4CCOCC4)c(O)ccc3c2=O)cc1 | 3.1 | 0.4 | -0.6 | . | -6.4 | 3.3 | -2.3 | 112.3 | 2.2 | 25.5 | 2.4
Cc1cccc(Nc2nc(NCc3ccco3)nc(N3CCOCC3)n2)c1 | 0.2 | 1.5 | -0.8 | 97.3 | 4.4 | 4.1 | -7.7 | -1.7 | 0.9 | . | -3.1
Cc1ccccc1C(C(=O)NCc1ccco1)N(CC1CCCO1)C(=O)Cn1nnc2ccccc21 (centres undefined) | -11.9 | -2.6 | 1.1 | 102.5 | -16.8 | 1.1 | 10.6 | -18.5 | 2.5 | 14.1 | 9.1
O=[N+]([O-])c1ccc(NC(=S)N2CCN(S(=O)(=O)c3ccccc3)CC2)cc1 | 8.5 | -2.3 | . | 107.9 | -5.9 | . | 9.5 | 1.7 | -0.1 | -3.7 | 2.3
C=CCn1cc(-c2cccc(C(F)(F)F)c2)cc(C#N)c1=O | 3.4 | -2.8 | -2.4 | 103.5 | -11.7 | 2.6 | 13.6 | 16.7 | 0.8 | 13.3 | -16.8
Cc1nc(=O)c(-c2ccccc2)c(C)n1CCCCCC(=O)O | -1.1 | -2.4 | -1.9 | 99.0 | -34.7 | 4.5 | 13.8 | 110.8 | 0.9 | -11.4 | 0.9
Cc1cnc(C(=O)N2CCCC(N3CCN(c4cccc(C(F)(F)F)c4)CC3)C2)cn1 (centres undefined) | 9.1 | -2.8 | -1.4 | 106.2 | -21.9 | 1.3 | 15.1 | -4.0 | -0.4 | 0.0 | 8.3
CCC(=O)Nc1cccc2c1C(=O)N(C)C2=O | 3.4 | 0.2 | -0.7 | 114.2 | -2.4 | 3.9 | -1.4 | 229.3 | 2.0 | -33.0 | 1.0
Cc1cc(C)nc(NCc2ccc(Cl)cc2)n1 | -11.2 | -1.1 | -2.0 | 104.7 | 5.5 | 2.7 | 5.2 | 25.7 | 3.0 | -2.8 | -1.5
CCc1cc2c(=O)[nH]c(COC)nc2s1 | -13.8 | 0.5 | -1.1 | 87.0 | 15.0 | 1.7 | -3.1 | -8.5 | 2.9 | 9.3 | -0.6
CC(NC(=O)COC(=O)c1ccc(N(C)C)cc1)c1ccccc1 (centres undefined) | -12.6 | -1.5 | -1.7 | 107.7 | -7.0 | -1.2 | 7.7 | -9.6 | 2.5 | 1.6 | 2.6
CCc1nnc(NC(=O)CSc2nnc3c4ccccc4n(C)c3n2)s1 | 6.2 | 0.1 | 0.3 | 104.8 | 12.3 | 0.3 | -0.9 | -5.2 | 1.7 | -9.7 | -6.6
CCOC(=O)C(NC(=O)NC1CCCCC1)(c1ccccc1)C(F)(F)F (centres undefined) | -20.5 | -0.4 | -0.7 | 101.5 | -7.3 | -3.5 | 2.3 | -7.4 | 3.8 | -54.3 | 2.3
O=C(COC(=O)/C=C/c1cccc(Br)c1)NC1CCCC1 | -4.4 | 3.9 | -1.7 | 97.1 | -3.0 | -2.0 | -17.0 | 14.8 | 0.2 | -0.9 | 0.8
CCOP(=O)(c1ccccc1)c1nc(-c2ccccc2Cl)oc1N1CCCCC1 (centres undefined) | 3.2 | 12.8 | -0.2 | . | 18.2 | 3.1 | -75.2 | -9.7 | 1.8 | . | -6.9
CCc1noc(C)c1C(=O)N1CCCC(C(=O)c2ccc(OC)c(F)c2)C1 (centres undefined) | -6.9 | 1.6 | -2.2 | 94.9 | -14.8 | 2.8 | -11.8 | -8.4 | 3.4 | 11.7 | 5.6
CCn1c(SCc2ccc(Cl)cc2)nnc1-c1ccccc1 | -9.1 | -0.2 | 0.0 | 74.5 | -10.4 | -1.3 | 1.2 | 174.3 | 2.7 | 0.3 | 2.6
COc1ccc2c(c1OC)C(=O)N(c1ccc(C)c(C)c1)C2=O | 1.4 | -3.1 | -0.6 | 81.6 | -5.3 | 0.2 | 17.0 | 8.3 | 2.2 | . | -0.7
O=C(O)c1cc(-c2ccc3ccccc3n2)nc2ccccc12 | 5.4 | -3.0 | -1.3 | 117.8 | 5.8 | 0.6 | 13.4 | 29.0 | 2.5 | 16.8 | -1.6
CN(Cc1cccs1)C(=O)/C=C/c1ccccc1[N+](=O)[O-] | 6.5 | 0.5 | -0.4 | 119.3 | 10.2 | 1.7 | -2.3 | -28.6 | 2.1 | . | 0.0
Fc1ccc(-c2csc(/C=C/c3ccc4c(c3)OCO4)n2)cc1 | 5.4 | 0.4 | -0.4 | 95.5 | -19.7 | 2.6 | -2.7 | -11.8 | 2.7 | -11.0 | 7.0
Cc1noc(C)c1COc1ccc(C(=O)N2CCN(c3ccccc3O)CC2)cc1 | -6.9 | -2.5 | -0.5 | . | -15.9 | 1.2 | 10.1 | -9.5 | 3.2 | -23.5 | 6.3
COc1ccc(Br)c2c1C(=O)CC2 | -1.2 | -0.8 | -1.5 | 91.3 | 2.5 | -0.1 | 3.8 | 4.7 | 2.4 | -5.9 | -0.7
CC(C)(C(=O)O)n1cncn1 | -21.9 | -3.6 | -4.0 | 96.4 | 0.4 | 0.1 | 18.0 | -16.3 | 2.7 | 0.3 | -0.1
Cn1ccnc1Sc1ccc(/C=N/NC(=O)c2ccccc2[N+](=O)[O-])cc1[N+](=O)[O-] | -5.3 | 1.0 | -1.7 | . | -2.6 | 3.6 | -5.9 | 8.2 | 1.1 | . | 1.0
Cn1ccnc1C(=O)C1CCCN(Cc2cn[nH]c2-c2ccc(-c3ccccc3)cc2)C1 (centres undefined) | 5.4 | 0.0 | -3.8 | 88.0 | 30.1 | 3.0 | 0.2 | 24.3 | 0.1 | 6.9 | -0.1
